Efflux pump mplx – inhibitors of Candida efflux pumps in yeast, primary screen, S. cerevisiae, Nile Red, multiplex. inhibition, % at 10 µM. AID 485275, 2010. 330,000 tested, 0.44% active. S. cerevisiae Candida pump triplex;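 active = plate passing quality check with inhibition over a set limit, or well fluorescence over plate mean plus 4 SD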;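 note: Nile Red retained in pooled yeast measured as flow cytometry median fluorescence; 0% = buffer negative control and 100% = Enniatin B positive control; higher means more Nile Red kept so more efflux inhibition; some compounds called inactive have numbers as strong as hits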
Yeast superoxide – reduction of superoxide in aged yeast, primary screen, HTS. AID 2690, 2010. 330,000 tested, 0.18% active. S. cerevisiae aged cells, superoxide DHE fluorescence; stronger effect = lower value. superoxide response (% of plate mean), % at 10 µM;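 active = superoxide response under a set limit, about three screen SD below normal, cut at about 65% in these data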;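 note: yeast aged for seven days with compound at 30 °C before DHE staining; 100% = average MFI of all compound-treated wells on the plate with controls excluded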
GLD-1 RNA inh – GLD-1/TGE RNA complex disruptors, primary screen, biochemical, fluorescence polarization; purified GLD-1 + fluorescein TGE RNA; inhibition, % at 5.96 µM; 320,000 tested, 0.44% active;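 active = percent inhibition above a per-plate cutoff, the plate mean of test compounds plus 3 SD, cut at about 30% in these data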;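 note: 0% = DMSO wells with GLD-1 and probe and 100% = wells lacking GLD-1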
Target sequence (Q17339 whole entry, looked up): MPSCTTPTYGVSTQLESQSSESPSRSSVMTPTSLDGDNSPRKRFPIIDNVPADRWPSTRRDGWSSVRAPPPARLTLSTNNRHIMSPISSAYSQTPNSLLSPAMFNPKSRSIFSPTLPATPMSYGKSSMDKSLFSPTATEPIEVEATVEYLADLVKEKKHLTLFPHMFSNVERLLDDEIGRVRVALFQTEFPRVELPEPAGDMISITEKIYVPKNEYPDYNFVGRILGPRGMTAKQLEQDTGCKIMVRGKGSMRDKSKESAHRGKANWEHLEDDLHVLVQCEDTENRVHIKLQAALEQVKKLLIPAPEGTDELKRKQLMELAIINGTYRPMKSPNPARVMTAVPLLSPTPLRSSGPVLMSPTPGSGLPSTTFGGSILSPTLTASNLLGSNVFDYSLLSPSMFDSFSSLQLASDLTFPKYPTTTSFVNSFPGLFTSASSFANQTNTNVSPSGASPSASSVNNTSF
An asterisk follows results filed as active. The list is partial; rates above refer to the full screens.

SMILES | Efflux pump mplx | Yeast superoxide | GLD-1 RNA inh
CN(C(=O)CSc1ncn[nH]1)C1(C#N)CCCCC1 | -0.3 | 100 | -2
C[C@H](CO)N1C[C@H](C)[C@@H](CN(C)C(=O)NC2CCCCC2)Oc2ccc(NC(=O)C3CCCCC3)cc2C1=O | 0.3 | 101 | -1
O=C(c1cnn(C(=O)c2ccco2)c1)c1cc(F)ccc1O | 0.2 | 97 | 3
CC[C@](C)(O)c1cc2ccccc2c(=O)o1 | -0.1 | 99 | 6
COc1c2c(cc3oc(CO[C@@H]4O[C@H](CO)[C@@H](O)[C@H](O)[C@H]4O)cc(=O)c13)O[C@H](C(C)(C)O)C2 | 0.4 | 97 | -1
COc1ccc(-c2oc(=O)c3cc(OC)c(OC)cc3c2C#CCCCO)cc1 | 0.4 | 88 | 3
CCCCNc1c(-c2ccc(OC)c(SC(C)CC)c2)nc2ccc(C)cn12 (stereo not drawn) | 0.1 | 86 | 10
C[C@H](CO)N1C[C@H](C)[C@@H](CN(C)S(=O)(=O)c2cn(C)cn2)Oc2ccc(NC(=O)C3CC3)cc2C1=O | -0.4 | 91 | -4
CC(C)C[C@H](NC(=O)c1nc[nH]c1C(=O)NCCCCCN)C(=O)OCc1ccccc1 | 0.1 | 111 | 4
C=CC[C@@H](CC(=O)N[C@H](CO)Cc1ccccc1)C(=O)N[C@H](COC(=O)[C@@H](CC=C)Cc1ccc(F)cc1)Cc1c[nH]c2ccccc12 | -0.1 | 89 | 12
CCN(CC)c1ccc(C=Nc2cccc(S(=O)(=O)N3CCOCC3)c2)c(O)c1 | -0.1 | 85 | 7
CC(=O)N1CCN(CC(C)(C)NS(=O)(=O)c2ccccc2)CC1 | 0.2 | 103 | 10
CN(Cc1ccccc1)C(=O)c1ccc2c(c1)S(=O)(=O)N=C1CCCCCN12 | 0.0 | 87 | 5
CCCCN1C(=O)C(=O)N(CC(=O)Nc2ccc(OC(F)(F)F)cc2)C1=O | 0.1 | 116 | 3
O=C(CN1C(=O)C2CC=CCC2C1=O)Nc1nc(-c2ccc(F)c(F)c2)cs1 (stereo not drawn) | -0.3 | 93 | 7
C=CC(=O)Nc1ccc(N(C)c2ccnc(Nc3ccc(N4CCN(C)CC4)cc3)n2)cc1 | -0.1 | 83 | 2
Oc1cc(NCCc2cccnc2)cc2cccnc12 | -0.4 | 156 | 39*
CC1CCCC(NC(=O)Cn2c(Cl)nc3c2c(=O)n(C)c(=O)n3C)C1C (stereo not drawn) | -0.3 | 94 | -5
C[C@H](CO)N1C[C@H](C)[C@@H](CN(C)Cc2ccccc2)Oc2c(NC(=O)c3ccncc3)cccc2C1=O | 0.5 | 100 | 4
Cc1cc(NC(=O)CSc2cc(C)c3ccccc3n2)no1 | -0.2 | 99 | 1
O=C(CN1C(=O)C(=O)N(C2CCCC2)C1=O)Nc1cc(Cl)ccc1[N+](=O)[O-] | -0.1 | 123 | 3
Cc1ccc(S(=O)(=O)CCC(=O)NNC(=O)CN(C)S(=O)(=O)c2ccc(C)cc2)cc1 | -0.2 | 95 | 5
CCCCN1C(=N)N([C@@H](CCC)CN2CCC[C@H]2CN2C(N)=NC[C@@H]2Cc2ccccc2)C[C@H]1Cc1ccccc1 | -0.5 | 92 | -2
CC(C)(C)OC(=O)NCCCCCNC(=O)c1nc[nH]c1C(=O)N1CCc2ccccc2C1 | 0.6 | 88 | -2
CC[C@@]1(C(=O)OC)N[C@H](CN(C)C(=O)Nc2ccc(C(F)(F)F)cc2)[C@@H]2C(=O)N(Cc3ccccc3)C(=O)[C@@H]21 | -0.2 | 96 | 4
Cc1ccc(S(=O)(=O)CCC(=O)OC2CC(C)OC2=O)cc1 (stereo not drawn) | 0.1 | 87 | -1
Cc1cccc(C(=O)O[C@H]2[C@H](Cc3ccccc3)NS(=O)(=O)[C@H]3CC4C=C[C@]23O4)c1 | 0.3 | 82 | -4
Cc1ccc(OCC(=O)Nc2cccc3ccccc23)c([N+](=O)[O-])n1 | -0.2 | 101 | 4
C=CCNc1nc(C(=O)OC(C)C(=O)c2ccc(C)cc2)cs1 (stereo not drawn) | -0.2 | 90 | 1
COc1ccc(OC)c(C(=O)CN2C(=O)C(=O)N(C3CCCC3)C2=O)c1 | 0.1 | 88 | -4
Nc1ccc(-c2cc3ccccc3c(=O)o2)cc1 | -0.5 | 100 | 3
C[C@H](CO)N1C[C@H](C)[C@@H](CN(C)S(=O)(=O)c2ccccc2)Oc2ccc(NC(=O)Cc3ccccc3)cc2C1=O | 0.1 | 95 | -3
Cc1cc(C(=O)OCC(=O)N2C(C)CCCC2C)c2ccccc2n1 (stereo not drawn) | -0.1 | 94 | -2
CN(CC(=O)Nc1ccc(Cl)cc1F)C1=NS(=O)(=O)c2ccccc21 | 0.1 | 119 | 0
CC(=O)NC12CC3CC(C1)CC(C(=O)OCC(=O)c1cc(C)n(C)c1C)(C3)C2 | 0.1 | 97 | 3
CCOC(=O)[C@@H]1[C@H]2COc3ccc(Br)cc3[C@H]2N2C(=O)N(c3ccc(Cl)cc3)C(=O)[C@]12C | -0.3 | 91 | 1
CCC/C(=C1/c2ccccc2C(=O)N1c1ccccc1)c1cnc(OC)nc1 | 0.2 | 110 | 1
C[C@H]1CN([C@@H](C)CO)C(=O)c2cccc(NC(=O)C3CC3)c2O[C@H]1CN(C)C(=O)Nc1ccc2c(c1)OCO2 | -0.6 | 94 | 0
CCOc1ncccc1C(=O)OCC(=O)NC1CCCCC1 | -0.1 | 91 | 5
COc1cc(OC)cc(-c2c(C#Cc3ccsc3)c3cc(-c4cc(F)cc(F)c4)ccc3n2C)c1 | 0.4 | 105 | -6
Cc1cc(C(=O)OCC(=O)N(C)c2ccccc2)c(C)o1 | 0.1 | 97 | 17
COCCOc1ccc(C(F)(F)F)cc1NC(=O)COC(=O)c1ccc(N2CCCC2=O)cc1 | 0.1 | 117 | -9
COc1ccc(S(=O)(=O)N2CCOCC2)cc1NC(=O)COC(=O)c1ccc([N+](=O)[O-])s1 | -0.1 | 118 | 3
COc1cc(C(=O)COC(=O)c2cccs2)cc(OC)c1OC | 0.3 | 107 | -1
COc1ccc(C(=O)C(C)OC(=O)c2cccc(S(=O)(=O)Nc3c(C)n(C)n(-c4ccccc4)c3=O)c2)cc1 (stereo not drawn) | -0.1 | 92 | 4
O=S(=O)(NC1CCN(S(=O)(=O)c2c(F)cccc2F)CC1)c1ccc2c(c1)OCCO2 | 0.6 | 130 | 7
C[C@H](CO)N1C[C@H](C)[C@@H](CN(C)C(=O)NC2CCCCC2)Oc2c(NC(=O)Nc3ccc4c(c3)OCO4)cccc2C1=O | 0.2 | 106 | 3
C=CCC[C@@H](Cc1ccc(F)cc1)C(=O)OC[C@@H]1CCCN1C(=O)[C@@H](CC=C)CC(=O)N[C@@H](CO)Cc1ccccc1 | 0.0 | 105 | 5
COc1ccc(NC(=O)N(C)C[C@H]2Oc3ccc(NC(=O)Nc4c(C)noc4C)cc3C(=O)N([C@H](C)CO)C[C@@H]2C)cc1 | -0.2 | 75 | 3
COc1ccc(CNC(=O)COC(=O)c2ccc(C)c(S(=O)(=O)N3CCOCC3)c2)cc1 | 0.1 | 107 | 4
Further entries follow.
SMILES | Efflux pump mplx | Yeast superoxide | GLD-1 RNA inh
Cc1cccc(C(=O)OCC(=O)NCCN2C(=O)CSC2=O)c1[N+](=O)[O-] | 0.2 | 101 | 2
Cc1ccc(SCC(=O)NNC(=O)CNC(=O)c2ccccc2F)cc1 | 0.3 | 100 | 0
O=C1N[C@H](Cc2ccccc2)COC(=O)[C@H](Cc2ccc(F)cc2)CC/C=C/C[C@@H]1CC(=O)N(CCO)Cc1ccccc1 | -0.6 | 105 | -1
CCOC(=O)C1CCCN(C(=O)c2ccccc2NS(=O)(=O)c2ccc(F)cc2)C1 (stereo not drawn) | 0.1 | 111 | -2
O=C(COC(=O)c1cc2ccccc2cc1O)NC1CCCCC1 | 0.0 | 100 | 5
CC1CC1C(=O)OCC(=O)Nc1ccc(Cl)cn1 (stereo not drawn) | -0.1 | 97 | 9
O=C(CNCc1ccco1)Nc1cc(S(=O)(=O)N2CCOCC2)ccc1N1CCOCC1 | -0.1 | 126 | 7
CC(C)(C)OC(=O)C[C@H]1C/C=C\C[C@H](CC(=O)N[C@@H](CO)Cc2ccccc2)C(=O)N[C@H](C(C)(C)C)COC1=O | -0.3 | 85 | 0
CC1CCCCC1NC(=O)COC(=O)c1cc(=O)[nH]c2ccccc12 (stereo not drawn) | -0.4 | 85 | 1
C[C@@H](OC(=O)c1[nH]cnc1C(=O)N1CCN(C(=O)OC(C)(C)C)CC1)c1ccccc1 | -0.1 | 112 | 2
CCOC(=O)c1c(C)[nH]c(C(=O)COC(=O)c2cccnc2Cl)c1C | 0.0 | 84 | 1
O=C1NC(Cc2ccccc2)c2nc3cc(Cl)ccc3c(=O)n2-c2cc(Cl)ccc21 (stereo not drawn) | 0.0 | 95 | 4
C[C@H](CO)N1C[C@H](C)[C@@H](CN(C)Cc2ccncc2)Oc2c(NC(=O)C3CCCCC3)cccc2C1=O | 0.2 | 103 | 5
CCN(C[C@H]1N[C@@](CC)(C(=O)OC)[C@H]2C(=O)N(Cc3ccccc3)C(=O)[C@@H]12)C(C)=O | 0.6 | 129 | 7
O=C(NNC(=O)c1cc2ccccc2[nH]1)OCc1ccccc1 | 0.4 | 122 | 5
C=CC[C@@H](CC(=O)N[C@H](CO)Cc1ccccc1)C(=O)N[C@H](COC(=O)[C@@H](CC=C)CC(=O)OC(C)(C)C)Cc1ccccc1 | -0.1 | 105 | 3
COc1ccccc1-c1sc2ccccc2c1-c1ccc(O)cc1 | -0.2 | 108 | 4
CCN(C(=O)COC(=O)c1ccc2c(c1)OCO2)c1ccc(F)cc1 | 0.1 | 109 | 2
CC(NC(=O)c1ccccc1Cl)C(=O)OCc1cn2cc(Cl)ccc2n1 (stereo not drawn) | -0.1 | 97 | 9
CC(C)(C)OC(=O)C[C@@H]1C/C=C\C[C@H](CC(=O)N[C@H](CO)Cc2ccccc2)C(=O)N[C@@H](Cc2c[nH]c3ccccc23)COC1=O | -0.2 | 105 | -3

Marked active in GLD-1 RNA inh, of those listed so far:
SMILES	Efflux pump mplx	GLD-1 RNA inh
Oc1cc(NCCc2cccnc2)cc2cccnc12	-0.4	39*

Three compounds out of the list above, arranged by their value in Efflux pump mplx, falling:
mol | Efflux pump mplx
C[C@H](CO)N1C[C@H](C)[C@@H](CN(C)S(=O)(=O)c2ccccc2)Oc2ccc(NC(=O)Cc3ccccc3)cc2C1=O | 0.1
C=CC[C@@H](CC(=O)N[C@H](CO)Cc1ccccc1)C(=O)N[C@H](COC(=O)[C@@H](CC=C)CC(=O)OC(C)(C)C)Cc1ccccc1 | -0.1
O=C(CN1C(=O)C2CC=CCC2C1=O)Nc1nc(-c2ccc(F)c(F)c2)cs1 (stereo not drawn) | -0.3

Other structures follow:
SMILES | Efflux pump mplx | Yeast superoxide | GLD-1 RNA inh
C=C(C)C(O)COc1c2occc2c(OC)c2ccc(=O)oc12 (stereo not drawn) | 0.3 | 118 | 14
CNC[C@H]1Oc2c(NC(=O)C3CC3)cccc2C(=O)N([C@H](C)CO)C[C@@H]1C | 0.3 | 113 | -2
CCOc1ccccc1NC(=O)COC(=O)/C=C/c1cccs1 | 0.3 | 122 | 7
CC(NC(=O)CCNC(=O)c1ccc(C(C)(C)C)cc1)c1ccccc1 (stereo not drawn) | 0.0 | 105 | 0
C=CC[C@@H](CC(=O)N(CCO)Cc1ccccc1)C(=O)N[C@H](COC(=O)[C@@H](CC=C)Cc1ccc(F)cc1)C(C)(C)C | 0.0 | 124 | 8
O=C(C[C@@H]1C/C=C/CCCC(=O)O[C@H](c2ccccc2)CNC1=O)NCCO | -0.1 | 92 | 7
O=C(C[C@H]1C/C=C\C[C@@H](Cc2ccc(F)cc2)C(=O)OC[C@@H]2CCCN2C1=O)NCCO | -0.2 | 114 | 4
CC[C@]12c3[nH]c4ccccc4c3CCN1C(=O)C(CC(=O)NCCC1=CCCCC1)C[C@@H]2C(=O)N1CCN(C(=O)C2CC2)CC1 (stereo partly drawn) | 0.1 | 69 | 6
COc1ccc(S(=O)(=O)N(C)C[C@H]2Oc3c(NC(=O)CCC(F)(F)F)cccc3C(=O)N([C@H](C)CO)C[C@@H]2C)cc1 | 0.1 | 97 | 7
Cc1ccc2c(c1)[C@H]1[C@H](CO2)[C@H](c2ccccc2)[C@]2(C)C(=O)Nc3ccc(Cl)cc3C(=O)N12 | 0.0 | 71 | -5

Of the compounds above, five contain a thiophene ring, fused or not.
SMILES | Efflux pump mplx | Yeast superoxide | GLD-1 RNA inh
COc1cc(OC)cc(-c2c(C#Cc3ccsc3)c3cc(-c4cc(F)cc(F)c4)ccc3n2C)c1 | 0.4 | 105 | -6
COc1ccc(S(=O)(=O)N2CCOCC2)cc1NC(=O)COC(=O)c1ccc([N+](=O)[O-])s1 | -0.1 | 118 | 3
COc1cc(C(=O)COC(=O)c2cccs2)cc(OC)c1OC | 0.3 | 107 | -1
COc1ccccc1-c1sc2ccccc2c1-c1ccc(O)cc1 | -0.2 | 108 | 4
CCOc1ccccc1NC(=O)COC(=O)/C=C/c1cccs1 | 0.3 | 122 | 7

Later entries:
SMILES | Efflux pump mplx | Yeast superoxide | GLD-1 RNA inh
COc1ccc(CNC(=O)COC(=O)c2ccc(F)c(S(=O)(=O)N3CCOCC3)c2)cc1 | 0.3 | 104 | 13
O=C(NCC(=O)N1CC=C(c2ccccc2)CC1)c1ccc(OC(F)F)cc1 | -0.1 | 106 | -10
CC(Sc1nnc(-c2ccco2)o1)C(=O)Nc1ccc(OC(F)F)cc1 (stereo not drawn) | 0.0 | 85 | 0
O=C(COC(=O)c1cccc([N+](=O)[O-])c1)Nc1ncc(Br)s1 | 0.1 | 129 | 3

Bioassay records (PubChem)
